Source: PubChem
TrxR1 substrate = substrates of rat thioredoxin reductase 1. O89049. purified TrxR1 substrate turnover, NADPH consumption readout. Potency, µM (doses to about 114 µM), without a hit: at the top dose activity change, negative = substrate turnover. hit rate 0.01% among 390,000; further: potency means the concentration at half of the fitted maximal effect; on the % scale 0 is the no-effect control and ±100 the full control effect; nearly all actives have a fitted effect of over 50% in size
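Rat TrxR1, dispensed at 90 nM, was prereduced with 400 uM NADPH (final) for 5 min at ~22 deg C, then incubated with compound 15 min before 400 uM selenite. A first-read NADPH fluorescence drop versus no-compound background flagged substrates.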
PI4K2A block = PI4K2A (human) kinase inhibition; AID 1346378; purified PI4K2A, ADP-Glo luminescence, 1 h; stronger effect = lower value; hit rate 0.13% among 420,000; activity change, negative = inhibition, % at 76.9 µM; Q9BTU6; in the data active means activity change below about -50%; inconclusive means mostly about -30% to -49%;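 further: -100% = wells without enzyme as full effect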
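ADP-Glo luminescence measured ADP generated by PI4K2A enzyme (4 ug/mL before mixing) with 1.2 mM PI substrate (pre-mix) and 300 microM ATP (pre-mix). Tris pH7.5 buffer with MgCl2, Triton X-100; 1 h reaction at ambient temperature.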
rTrxR1 inhibitor = blocks rat thioredoxin reductase 1 | Potency, µM (series often up to 114 µM), for the others: top-dose activity change, negative = inhibition, most hits filed as inhibitors | hit rate 1% among 390,000 | O89049 | recombinant rTrxR1, NADPH fluorescence consumption, selenite substrate; further: potency means the concentration at half of the fitted maximal effect; on the % scale 0 is the no-effect control and ±100 the full control effect; nearly all actives have a fitted effect of over 65% in size
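Rat TrxR1 (90 nM in the dispensed reagent) was pre-reduced with 400 uM NADPH for 5 min at room temperature, then incubated with compound for 15 min. After 400 uM selenite was added, NADPH fluorescence (Ex 340/Em 450 nm) was followed for 8 min.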
USP1-UAF1 inh = inhibitors of human USP1/UAF1 deubiquitinase. O94782. recombinant USP1/UAF1, Ub-Rhodamine cleavage fluorescence. Potency, µM (top dose mostly 57.1 µM), for the others: at the top dose activity change, negative = inhibition, hits mostly inhibitors. hit rate 0.23% among 390,000; further: potency means the concentration at half of the fitted maximal effect; on the % scale 0 is the no-effect control and ±100 the full control effect; nearly all actives have a fitted effect of over 60% in size; inactives centre near -12
Target sequence (O94782 whole entry, looked up): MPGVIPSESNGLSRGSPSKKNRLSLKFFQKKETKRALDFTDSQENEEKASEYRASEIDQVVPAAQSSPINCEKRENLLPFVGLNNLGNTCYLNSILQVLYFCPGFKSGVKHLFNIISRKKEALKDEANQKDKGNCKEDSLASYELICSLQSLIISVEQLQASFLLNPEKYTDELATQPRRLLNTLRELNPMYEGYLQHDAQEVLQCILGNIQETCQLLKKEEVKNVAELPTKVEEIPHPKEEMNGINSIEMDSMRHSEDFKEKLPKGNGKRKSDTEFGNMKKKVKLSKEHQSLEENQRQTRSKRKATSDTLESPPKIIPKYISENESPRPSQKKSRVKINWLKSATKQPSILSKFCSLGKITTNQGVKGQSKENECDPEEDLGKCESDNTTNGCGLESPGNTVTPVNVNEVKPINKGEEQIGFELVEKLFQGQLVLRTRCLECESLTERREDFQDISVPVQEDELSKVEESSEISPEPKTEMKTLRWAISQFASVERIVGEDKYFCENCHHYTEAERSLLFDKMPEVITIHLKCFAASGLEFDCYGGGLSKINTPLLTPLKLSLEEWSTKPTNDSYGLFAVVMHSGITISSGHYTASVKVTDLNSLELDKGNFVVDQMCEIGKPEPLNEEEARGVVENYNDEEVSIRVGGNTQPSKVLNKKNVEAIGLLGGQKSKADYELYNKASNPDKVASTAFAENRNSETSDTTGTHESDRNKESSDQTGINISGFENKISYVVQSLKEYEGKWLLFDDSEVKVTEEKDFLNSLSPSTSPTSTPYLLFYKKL
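Step one: compound is pinned into 1nM USP1/UAF1 in HEPES pH 7.8 buffer with TCEP. Step two: 15 min room-temperature incubation. Step three: Ub-Rho (150nM final) starts cleavage, tracked by fluorescence over six one-minute reads.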
Pin1 inh = inhibitors of human Pin1. Q13526. Pin1 FP peptide displacement, HiFluor488, 10 min. Potency, µM (top dose mostly 115 µM), for the others: at the top dose activity, negative = inhibition, actives largely listed as inhibitors. hit rate 0.009% among 390,000. AID 504891; active means well fitted inhibition curve with a large enough effect in the polarisation, with a control signal flat, not every such curve was filed as active; inconclusive means small, poorly fitted or top-dose-only effect, or effect the other way, or a change in a side signal; inactive means no such curve, though single readings can be large or run the other way; the % refers to the polarisation; further: potency means the concentration at half of the fitted maximal effect; on the % scale 0 is the no-effect control and ±100 the full control effect
PGK inhibitor = T. brucei PGK inhibition; P07378; PGK/GAPDH coupled, Kinase-Glo luminescence, 60 min; Potency, µM (highest dose often 57.5 µM), for inactives: top-dose activity change, negative = inhibition, most hits filed as inhibitors; hit rate 0.043% among 380,000; AID 602233; further: potency means the concentration at half of the fitted maximal effect; on the % scale 0 is the no-effect control and ±100 the full control effect; nearly all actives have a fitted effect of over 60% in size
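Luminescent ATP detection (Kinase-Glo Plus) follows a 60-minute room-temperature incubation, with wells lacking PGK as controls. Buffer: 100 mM TEA (pH 7.6), 5 mM MgCl2, 0.01% Tween-20. Coupling enzyme GAPDH (100 nM final) supplies unstable 1,3-BPG in-well.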
mIDH1 inhibitor = human IDH1 R132H inhibition; IDH1-R132H enzyme, NADPH consumption, diaphorase/resazurin fluorescence; Potency, µM (doses to about 76.6 µM), without a hit: at the top dose activity change, negative = inhibition, usual class: inhibitors; O75874; hit rate 0.093% among 390,000; further: potency means the concentration at half of the fitted maximal effect; on the % scale 0 is the no-effect control and ±100 the full control effect; nearly all actives have a fitted effect of over 65% in size
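IDH1-R132H (0.5 ug/mL dispensed) in pH 7.5 Tris buffer was preincubated 30 min with compound, then given a substrate mix of 0.016 mM NADPH and 2 mM alpha-KG for 80 min at room temperature; remaining NADPH was read by diaphorase/resazurin fluorescence.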
HP1b chromo inh = blocks HP1-beta chromodomain binding to methylated histone tails; AlphaScreen HP1-beta / biotin-H3K9me3 peptide binding; Potency, µM (doses to about 114 µM), for inactives: top-dose activity change, negative = inhibition, usual class: inhibitors; hit rate 0.56% among 390,000; AID 540317; further: potency means the concentration at half of the fitted maximal effect; nearly all actives have a fitted effect of over 70% in size; inactives centre near 23
Target sequence (P83916 whole entry, looked up): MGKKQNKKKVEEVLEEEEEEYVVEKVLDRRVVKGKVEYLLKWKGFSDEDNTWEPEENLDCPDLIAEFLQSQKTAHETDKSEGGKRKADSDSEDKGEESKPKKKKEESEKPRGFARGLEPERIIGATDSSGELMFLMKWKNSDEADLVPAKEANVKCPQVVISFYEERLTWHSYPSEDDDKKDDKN
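Compound inhibition of the preformed complex between 50 nM HP1-beta and 50 nM biotinylated H3K9me3 peptide was read by AlphaScreen. Buffer was PBS pH 7.4 with 0.01% Tween-20. Incubations ran 30 min at room temperature, with 10 ug/mL donor/acceptor beads.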
GLS inhibitor = inhibitors of human glutaminase (GLS) | O94925 | GLS enzymatic activity, qHTS titration | Potency, µM (titrated, usually from 45.5 µM), inactives show top-dose activity change, negative = inhibition, most hits filed as inhibitors | hit rate 0.21% among 410,000 | AID 624170; further: potency means the concentration at half of the fitted maximal effect; on the % scale 0 is the no-effect control and ±100 the full control effect
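Human kidney-isoform GLS in 45 mM KH2PO4 pH 8.2, 0.02% Tween-20, with compound, started with 1mM L-Glutamine (added stock). Glutamate oxidase/HRP/Amplex red coupled fluorescence read at start and after 30 min at RT.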
* marks the source's active call; other numbers are inactive results; i = inactive; ? = inconclusive; · = no result given; & = joins results of further samples; [ ] = dose if it differs, or a comment. Unless noted, the call rests on the fitted dose curve; in most records, active means well fitted curve in the direction sought with a large enough effect; inconclusive means small, poorly fitted or top-dose-only effect, or another doubt; inactive means no such curve, though single readings can be large; an effect the other way counts as inactive or inconclusive. This is a subset, so the mix of outcomes need not match the whole.

1) CCc1ccc(NC(=O)c2cc3c([nH]c2=O)CC(C)(C)CC3=O)cc1
2) CC(C)[C@H](NC(=O)N1CCn2c1nc1ccccc12)C(=O)NC1CC1
3) CSc1nc(N2CCN(c3ccccc3)CC2)cc(N2CCN(c3ccccc3)CC2)n1
4) Cc1cccc(-c2oc(C)c(C)[n+]2[O-])c1
5) O=C(Nc1cccc2cccnc12)c1cccc2ccccc12
6) COc1ccc(/C(C)=N\NS(C)(=O)=O)c(OC)c1
7) Clc1cccc(Cl)c1CNC1CCCC1
8) CCOc1ccc(NC(=S)N2CCC(NC(=O)C3CCCCC3)CC2)cc1
9) CCOC(=O)CN1CC23C=CC(O2)C(C(=O)NCc2ccc(C)cc2)C3C1=O (centres undefined)
10) CCCc1cc(=O)oc2cc(C)cc(OCC(=O)Nc3ccc(S(N)(=O)=O)cc3)c12
screen / no.,1,2,3,4,5,6,7,8,9,10
TrxR1 substrate,5%,-6%,2%[57.1 µM],4%,9%&8%,0%,8%,-1%,8%[57.1 µM],-5%
PI4K2A block,-5,-5,-1,3,-4&1,3,1,2,-3,2
rTrxR1 inhibitor,15%,-5%,12%[57.1 µM],1%,12%,-9%,7%,?,9%[57.1 µM],20µM*
USP1-UAF1 inh,-22%,-12%,-1%,-5%,-25%&-13%,-7%,-8%,?,-14%,-2%
Pin1 inh,-3%,-1%,-3%,-7%,2%&-6%,0%,-3%,1%,-2%,4%
PGK inhibitor,-8%,1%,12%,-8%,i,-3%,·,0%,3%,-7%
mIDH1 inhibitor,0%,1%,-1%,6%,17%&6%,5%,3%,3%,5%,9%
HP1b chromo inh,20%,16%,17%,2%,45%&81%[activator],24%,29%,-11%,33%,24%
GLS inhibitor,2%,-9%,0%,1%,0%&-10%,23%,-2%,4%,0%,10%

4 entries from above, sorted by heavy-atom count, falling.
10) CCCc1cc(=O)oc2cc(C)cc(OCC(=O)Nc3ccc(S(N)(=O)=O)cc3)c12
9) CCOC(=O)CN1CC23C=CC(O2)C(C(=O)NCc2ccc(C)cc2)C3C1=O (centres undefined)
8) CCOc1ccc(NC(=S)N2CCC(NC(=O)C3CCCCC3)CC2)cc1
6) COc1ccc(/C(C)=N\NS(C)(=O)=O)c(OC)c1
screen / no.,10,9,8,6
TrxR1 substrate,-5%,8%[57.1 µM],-1%,0%
PI4K2A block,2,-3,2,3
rTrxR1 inhibitor,20µM*,9%[57.1 µM],?,-9%
USP1-UAF1 inh,-2%,-14%,?,-7%
Pin1 inh,4%,-2%,1%,0%
PGK inhibitor,-7%,3%,0%,-3%
mIDH1 inhibitor,9%,5%,3%,5%
HP1b chromo inh,24%,33%,-11%,24%
GLS inhibitor,10%,0%,4%,23%

(further entries)
11) CCOC(=O)c1ccc(S(=O)(=O)N2CCC(C(=O)OCC)CC2)cc1
12) O=C(N/N=C/c1ccncc1)c1cc([N+](=O)[O-])cc([N+](=O)[O-])c1
13) COc1ccc(N2CCN(C(=O)C(CCSC)N=C3NS(=O)(=O)c4ccccc43)CC2)cc1 (centres undefined)
14) Cc1cc(SCc2ccccc2Cl)nc(=O)[nH]1
15) CC(C)(C)C(=O)OCc1nc(-c2ccc(F)cc2)cs1
16) COc1ccccc1CN(C)C(=O)c1cnc(C)cn1
17) O=C1C(CCCNC(=S)NCc2ccccc2)NC(=S)N1Cc1ccccc1 (centres undefined)
18) Cc1c(Cl)c([N+](=O)[O-])nn1CC(=O)NC1CCCCC1
19) O=C(NC(=S)NCCC1=CCCCC1)c1cccnc1
20) CNC(=O)c1cc(S(=O)(=O)Nc2ccc3c(c2)OCCO3)ccc1C
screen / no.,11,12,13,14,15,16,17,18,19,20
TrxR1 substrate,5%,6%[57.1 µM],1%,5%,4%[57.1 µM],-1%,-1%,-5%,-9%[57.1 µM],4%[57.1 µM]
PI4K2A block,7,-2,0,1,-4,1,2,3,2,2
rTrxR1 inhibitor,25%,4%[57.1 µM],5%,14%,-2%[57.1 µM],13%,17%,-4%,26%[57.1 µM],1%[57.1 µM]
USP1-UAF1 inh,-14%,-2%,-4%,-3%,-6%,-6%,-22%,-3%,-5%,-19%
Pin1 inh,-6%,4%,2%,-9%,-5%,-3%,-9%,-1%,-7%,-3%
PGK inhibitor,-8%,2%,3%,6%,-1%,·,5%,-11%,i,0%
mIDH1 inhibitor,-7%,4%,5%,-4%,8%,-4%,-4%,7%,12%,22%
HP1b chromo inh,7%,8%,18%,30%,167%[activator],25%,-3%,10%,26%,12%
GLS inhibitor,7%,9%,34%[activator],0%,-1%,-2%,8%,18%,-8%,2%

21) O=C(OCc1cn(Cc2ccccc2)nn1)c1ccccc1
22) COc1ccc(OC)c(S(=O)(=O)Nc2ccc3c(c2)OCCO3)c1
23) C=CCN1C=C2C(=O)C(C)(OC(=O)c3ccc(OC)cc3)C(=O)C(c3ccco3)=C2C=C1CCCC (centres undefined)
24) C=CCn1c2ccccc2c2nn(C)c(=S)nc21
25) Cc1onc(-c2ccccc2Cl)c1C(=O)NNC(=O)c1ccc(F)cc1
26) O=C1C2CCCCN2C(=O)N1CCCN1CCN(c2ccc(F)cc2)CC1 (centres undefined)
27) O=C(c1cccnc1)N1CCCC(Nc2ccc(F)cc2)C1 (centres undefined)
28) Cc1cccc(CNC(=O)c2sc3ncnc(N(C)C4CCCCC4)c3c2C)c1
29) CCOc1cc(C(=O)Nc2ccc(S(=O)(=O)Nc3onc(C)c3C)cc2)cc(OCC)c1OCC
30) Cc1[nH]c2c(C(=O)N3CCCC(CCC(=O)NCc4ccccc4F)C3)cccc2c1C (centres undefined)
screen / no.,21,22,23,24,25,26,27,28,29,30
TrxR1 substrate,13%[57.1 µM],·,12%[57.1 µM],-19%[57.1 µM],-9%,14%,-2%,-6%[57.1 µM],6%[57.1 µM],-11%
PI4K2A block,1,0,-20,0,-5,-12,9,0,3,-5
rTrxR1 inhibitor,31%[57.1 µM],·,7.1µM*,23%[57.1 µM],-4%,39%[activator],9%,10%[57.1 µM],17%[57.1 µM],27%[57.1 µM]
USP1-UAF1 inh,16%,7%,-5%,-17%,-3%,-21%,-17%,-14%,-9%,-7%
Pin1 inh,-10%,·,?,5%,2%,-9%,-4%,13%,-1%,5%
PGK inhibitor,-2%,3%,2%,i,-1%,-2%,i,-3%,-4%,-4%
mIDH1 inhibitor,-4%,-2%,-15%,7%,3%,2%,0%,-7%,0%,-1%
HP1b chromo inh,33%,·,2%,37%[activator],25%,33%,42%[activator],32%,16%,-1%
GLS inhibitor,3%,-3%,3%,-8%,17%,5%,-4%,3%,-9%,-13%

31) O=C(NCc1cccs1)C1CCCN(S(=O)(=O)c2cccs2)C1 (centres undefined)
32) COc1ccc(NC(=O)C2CCN(S(=O)(=O)c3ccc4c(c3)CC(C)N4C(C)=O)CC2)cc1OC (centres undefined)
33) COc1ccccc1N(CC(O)COc1ccc(C)cc1)S(=O)(=O)c1ccccc1 (centres undefined)
34) O=C(NCc1ccc2c(c1)CCN2C(=O)c1ccccc1)Nc1cc(F)ccc1F
35) O=C(NCCCN1CCOCC1)c1ccc(Cl)c(S(=O)(=O)N2CCCCCC2)c1
36) Nc1ccn(CC(=O)NCCc2ccccn2)c(=O)n1
37) COc1ccc(OC)c(C(O)CNC(=O)CN)c1 (centres undefined)
38) O=C(NCCNC(=O)c1cccnc1)c1ccc(Br)cc1
39) O=C(COc1ccc(Cl)cc1)Nc1nnc(-c2ccco2)o1
40) CC1(C)CC2(CC(C)(C)NC(=O)N2)NC(=O)N1
41) NC(=O)c1cc(S(=O)(=O)NCc2cccs2)cs1
42) S=c1[nH]ncn1/N=C/c1ccco1
screen / no.,31,32,33,34,35,36,37,38,39,40,41,42
TrxR1 substrate,9%[57.1 µM],5%,-3%,-10%[57.1 µM],0%,-4%,-8%,0%,3%[57.1 µM],10%[57.1 µM],-11%,·
PI4K2A block,10,-3,5,-3,2,2,2&0,3,-6,5,-2,-2
rTrxR1 inhibitor,5%[57.1 µM],20%,11%,-9%[57.1 µM],7%,-3%[57.1 µM],0%,5%,14%[57.1 µM],0%[57.1 µM],-27%,·
USP1-UAF1 inh,-10%,-22%,-21%,?,-18%,-7%,-12%,-10%,-18%,5%,-22%,-28%
Pin1 inh,-2%,-4%,-1%,8%,5%,7%,-6%,-11%,-1%,-3%,0%,·
PGK inhibitor,-8%,-4%,-2%,-3%,i,16%,-3%,-1%,-6%,3%,i,-8%
mIDH1 inhibitor,3%,4%,-3%,4%,8%,-10%,-6%,2%,4%,0%,2%,8%
HP1b chromo inh,35%,30%,10%,-3%[57 µM],36%[activator],27%,10%,40%[activator],26%,24%,45%[activator],·
GLS inhibitor,4%,3%,3%,5%,·,8%,-4%,-4%,19%,0%,-2%,7%
